High-throughput results from PubChem.
UPR XBP1 act = activators of adaptive arm of unfolded protein response (XBP1). CHO-XBP1 luciferase reporter, IRE1-XBP1 UPR activation, luminescence; percent of tunicamycin response, DMSO as zero. activation, % at 20 µM. 330,000 compounds, 0.33% hits. AID 463104;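 active = versus positive control, 20 µM dose yields 30% or more activation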;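 also: 100% = tunicamycin at 10 µg/mL and 0% = DMSO only wells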
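Assay system: IRE1-XBP1 luciferase reporter CHO line. Input: 1000 cells/well. Buffer or medium: F12 with 10% serum. Doses: 20 µM, 1% DMSO. Times: overnight seeding at 37 °C, 6 h compound treatment at 37 °C. Technique: Steady-Glo luciferase glow luminescence, 10 min after reagent addition.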
CCR6 antag = antagonists of human CCR6 receptor; CHO-K1 CCR6 PathHunter beta-arrestin, luminescence, CCL20-stimulated; AID 493098; inhibition, % at 20 µM; 340,000 compounds, 0.49% hits;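 active = compounds whose inhibition of the agonist-driven luminescence signal at 20 µM reaches about 50%, limit read from the data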;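 also: cells stimulated with CCL20 at 14 nM final; plate controls were DMSO with CCL20 for no effect and DMSO without agonist for full effect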
CXCR6 inh = inhibitors of human CXCR6 receptor; O00574; CHO-K1 PathHunter CXCR6 beta-arrestin, luminescence; inhibition, % at 20 µM; 360,000 compounds, 0.36% hits; AID 602244; in the data active = inhibition above about 34%, passing the limit was not always enough;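 also: antagonist mode with CXCL16 agonist at 10 nM final; 0% = 10 nM CXCL16 with DMSO and 100% = unstimulated wells without agonist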
Target sequence (O00574 whole entry, looked up): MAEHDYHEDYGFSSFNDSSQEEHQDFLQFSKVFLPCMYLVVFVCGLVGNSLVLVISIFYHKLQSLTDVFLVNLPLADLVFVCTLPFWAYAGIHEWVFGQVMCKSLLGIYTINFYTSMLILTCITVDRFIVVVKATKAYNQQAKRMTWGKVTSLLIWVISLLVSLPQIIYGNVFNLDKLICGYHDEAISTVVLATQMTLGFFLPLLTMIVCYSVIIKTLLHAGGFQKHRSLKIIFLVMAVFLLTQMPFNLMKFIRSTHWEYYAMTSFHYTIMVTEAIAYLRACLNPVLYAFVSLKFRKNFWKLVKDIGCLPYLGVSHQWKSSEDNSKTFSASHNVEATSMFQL
CHOP UPR activ = activators of apoptotic arm of unfolded protein response (CHOP); CHO-CHOP luciferase reporter, UPR activation, luminescence; percent of tunicamycin response over DMSO baseline; activation, % at 10 µM; 330,000 compounds, 0.34% hits;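 active = at 10 µM dose, activation of 40% or more, normalized to positive control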;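 also: 100% = tunicamycin at 10 µg/mL and 0% = DMSO alone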
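Assay system: CHO-CHOP cells, stable luciferase reporter of PERK-eIF2a-CHOP signalling / Buffer or medium: F12 plus 10% serum / Compound dosing: one dose, 10 µM in 0.5% DMSO / Times: 6 h compound treatment, 37 °C / Technique: luciferase luminescence / Read-out: % reporter activation, DMSO baseline versus tunicamycin full activation / Benchmarks: tunicamycin and DMSO controls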
EBI2 block = blocks human EBI2 receptor beta-arrestin signaling. EBI2 beta-arrestin recruitment, luminescence, 7a,25-OHC stimulated. inhibition, % at 5 µM. 360,000 compounds, 0.81% hits; in the data active = inhibition above about 38%;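 also: enzyme fragment complementation signal reports receptor beta-arrestin coupling in cells; 0% = agonist plus DMSO wells and 100% = wells without agonist; some results beyond the cut were filed as inactive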
Target sequence (P32249 whole entry, looked up, the tested form may be a part): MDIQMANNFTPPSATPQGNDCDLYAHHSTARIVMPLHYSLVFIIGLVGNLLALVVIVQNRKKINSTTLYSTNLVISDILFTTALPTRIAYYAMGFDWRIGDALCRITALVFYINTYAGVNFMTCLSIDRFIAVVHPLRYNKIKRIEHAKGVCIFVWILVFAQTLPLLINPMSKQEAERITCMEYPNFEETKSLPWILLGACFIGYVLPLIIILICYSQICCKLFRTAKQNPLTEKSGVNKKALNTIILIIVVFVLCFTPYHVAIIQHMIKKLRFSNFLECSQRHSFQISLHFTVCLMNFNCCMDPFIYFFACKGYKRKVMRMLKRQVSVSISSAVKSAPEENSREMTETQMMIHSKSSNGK
Mdm2-MdmX inh = human Mdm2/MdmX binding inhibition. O15151+Q00987. SaOS-2 split-luciferase Mdm2/MdmX complementation, luminescence. inhibition, % at 8 µM. 330,000 compounds, 3% hits;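 active = inhibition of at least 50% at 8 µM in the primary screen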
APJ antagonist = APJ receptor antagonism; P35414; CHO-K1 APJ beta-arrestin complementation, luminescence; inhibition, % at 20 µM; 330,000 compounds, 0.32% hits; AID 2521;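 active = inhibition above about 40% at 20 µM, limit read from the data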;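 also: cells challenged with 10 nM apelin-13 agonist together with compound; plate controls were apelin-13 plus DMSO wells for no effect and DMSO wells lacking apelin-13 for full effect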
APJ ag = APJ receptor agonism. CHO-K1 APJ PathHunter beta-arrestin, luminescence; 0% DMSO wells, 100% apelin. activation, % at 20 µM. 330,000 compounds, 0.11% hits. AID 2520;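 active = activation more than six SD over the plate average, tested at 20 µM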;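 also: 0% = DMSO alone and 100% = apelin-13 at 10 nM; some results filed as inactive read as strong as hits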
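Test system – PathHunter CHO-K1 APJ (AGTRL-1) beta-arrestin reporter cells · Input – 1000 cells/well · Compound – single test compound dose, 20 µM final, 1% DMSO · Times – compound stimulation 90 min at 25 °C, detection 60 min · Technique – beta-gal luminescence · Read-out basis – APJ–arrestin association signal · Control set – negative DMSO alone, positive Apelin-13 at 10 nM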
tim23-1 inh = tim23-1 yeast growth inhibition. S. cerevisiae tim23-1 growth, BacTiter-Glo luminescence, 24 h. inhibition, % at 20 µM. 330,000 compounds, 1.3% hits. AID 463212;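 active = growth inhibition of the mutant yeast at or above 50%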;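 also: temperature-sensitive mutant grown at 25 °C; plate controls were DMSO-treated mutant yeast for no effect and medium wells lacking yeast for full effect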
Starred values were filed as active, the others as inactive; / = not tested or not shown. Some of the compounds tested; count on the stated rates, not on these rows.

Values in the order – UPR XBP1 act	CCR6 antag	CXCR6 inh	CHOP UPR activ	EBI2 block	Mdm2-MdmX inh	APJ antagonist	APJ ag	tim23-1 inh
CCCOc1cccc(C(=O)NCCNC(=O)c2cnccn2)c1
 : 3	11	-3	0.2	1	-2	-7	-3	-4
Cc1ccc(OCC(=O)OC2CCCN(C)C2)cc1 (configuration not stated)
 : 2	-7	0	-0.9	1	31	2	0	3
CSc1ccc(C(=O)C2CCCN(C(=O)Cc3nonc3C)C2)cc1 (configuration not stated)
 : 0	-3	1	-1.4	2	8	10	-3	18
Cc1ccsc1/C=N/n1c(-c2ccccc2)n[nH]c1=S
 : -3	9	16	-2.0	-8	1	10	-1	14
COc1ccccc1N1CCN(C(=S)Nc2ccc(S(=O)(=O)N3CCOCC3)cc2)CC1
 : 0	5	-8	1.1	13	15	-4	6	0
NC(=O)NC(=O)C(Nc1ccc2c(c1)CCC2)c1ccccc1 (configuration not stated)
 : -3	3	-2	-0.3	10	-5	3	-1	10
COc1ccc(C[C@H]2CN3C(=NC[C@@H]3C(C)C)N2CCNC(=O)c2ccc(C)c(Br)c2)cc1
 : 3	7	-5	1.2	2	64*	4	1	7
Cc1ccc(S(N)(=O)=O)cc1NC(=O)c1ccc2c3c(cccc13)CC2
 : -1	-8	-6	0.3	5	-12	8	1	1
Cc1ccc(-c2csc(NNC(=O)c3ccccc3)n2)cc1
 : -1	-6	-11	5.3	5	30	-25	1	23
Cc1ccc(-c2nnn(CC(=O)NCCc3ccc4c(c3)OCO4)n2)cc1
 : -4	-2	-4	-0.4	-8	-23	25	-2	-33

Looked up above:
`Cc1ccc(-c2csc(NNC(=O)c3ccccc3)n2)cc1` @ CCR6 antag = -6
`Cc1ccc(OCC(=O)OC2CCCN(C)C2)cc1` (configuration not stated) @ CCR6 antag = -7
`Cc1ccc(S(N)(=O)=O)cc1NC(=O)c1ccc2c3c(cccc13)CC2` @ UPR XBP1 act = -1
`COc1ccc(C[C@H]2CN3C(=NC[C@@H]3C(C)C)N2CCNC(=O)c2ccc(C)c(Br)c2)cc1` @ tim23-1 inh = 7
`CSc1ccc(C(=O)C2CCCN(C(=O)Cc3nonc3C)C2)cc1` (configuration not stated) @ UPR XBP1 act = 0

Next part
Values in the order – UPR XBP1 act	CCR6 antag	CXCR6 inh	CHOP UPR activ	EBI2 block	Mdm2-MdmX inh	APJ antagonist	APJ ag	tim23-1 inh
CC(C)C1=NOC(C(=O)N2CCC(N3CCC(C(=O)N4CCOCC4)CC3)CC2)C1 (configuration not stated)
 : -1	0	-4	1.7	5	-23	6	-5	-4
COc1ccccc1CNC(=O)[C@H](C)NC(=O)C1CCN(C(=O)[C@H](CCSC)NC(=O)OC(C)(C)C)CC1
 : -1	-5	3	0.0	-4	-21	-27	-3	-8
COc1ccc(CCN=C2SCC(=O)N2C)cc1OC
 : -2	8	-5	-1.0	-10	4	8	-5	1
CCCN1CCN(S(=O)(=O)c2ccc(-c3cc(C)no3)s2)CC1
 : -5	5	-11	0.3	-7	15	-7	3	-3
CCC(C)c1ccccc1NC(=O)COC(=O)c1ccc2[nH]c3c(c2c1)CCCC3 (configuration not stated)
 : -2	12	-32	1.0	21	40	-10	-2	34
CCOC(=O)c1nc(Nc2cc(Cl)ccc2OC)c2ccccc2n1
 : 1	0	9	-0.3	-23	30	9	-1	28
O=C(CC1OC(=O)c2ccccc21)Nc1ccc(Cl)c(S(=O)(=O)N2CCCCC2)c1 (configuration not stated)
 : -4	12	1	0.3	2	16	-63	10	29
N/C(=N\OC(=O)COc1ccc2ccccc2c1)c1cccnc1
 : 2	15	-6	3.4	4	-36	1	1	13
CCOc1ccc(S(=O)(=O)N(CC(=O)NCc2ccncc2)c2ccc(C)cc2)cc1
 : -4	2	-2	-0.3	9	6	3	-2	17
CCn1nc(C(=O)Nc2ccccc2N2CCCC2)c2ccccc2c1=O
 : 4	-7	-5	0.2	19	9	12	-5	37

Entries of single compounds, quoted from the list:
`CCn1nc(C(=O)Nc2ccccc2N2CCCC2)c2ccccc2c1=O` as listed: UPR XBP1 act = 4; CCR6 antag = -7; CXCR6 inh = -5; CHOP UPR activ = 0.2; EBI2 block = 19; Mdm2-MdmX inh = 9; APJ antagonist = 12; APJ ag = -5; tim23-1 inh = 37
`CCC(C)c1ccccc1NC(=O)COC(=O)c1ccc2[nH]c3c(c2c1)CCCC3` (configuration not stated) as listed: UPR XBP1 act = -2; CCR6 antag = 12; CXCR6 inh = -32; CHOP UPR activ = 1.0; EBI2 block = 21; Mdm2-MdmX inh = 40; APJ antagonist = -10; APJ ag = -2; tim23-1 inh = 34

More records follow.
Values in the order – UPR XBP1 act	CCR6 antag	CXCR6 inh	CHOP UPR activ	EBI2 block	Mdm2-MdmX inh	APJ antagonist	APJ ag	tim23-1 inh
C1=C(c2ccco2)N2CCN=C2S1
 : -1	14	9	1.0	-5	-14	7	0	7
C=C(C)Cn1c(N2CCC(Cc3ccccc3)CC2)nc2c1c(=O)[nH]c(=O)n2C
 : 0	14	10	2.3	26	27	8	-3	-22
CC1CN(C(=O)COC(=O)c2cccc(NS(=O)(=O)c3ccccc3)c2)CC(C)O1 (configuration not stated)
 : 0	-4	0	1.7	-1	9	0	-7	-2
CC(=O)Nc1cc(S(=O)(=O)C(F)(F)F)ccc1Cl
 : 0	-8	3	0.3	-12	-16	-3	-2	8
CSc1nnc(-c2nnc(SC)n2-c2ccccc2)n1-c1ccccc1
 : -1	9	-3	0.7	2	2	-16	-2	7
Cc1ccn2cc(C(=O)Nc3ccccc3N3CCOCC3)nc2c1
 : 3	9	1	3.7	10	-17	3	2	56*
COc1ccc(OCC(=O)O/N=C(\N)Cc2ccc(Cl)cc2Cl)cc1
 : -2	-2	2	-0.5	28	23	15	2	50
COc1ccc(CNc2nc3nc(C)cc(C)n3n2)cc1OC
 : 0	15	9	-1.6	-10	1	18	-1	-3
COC(=O)c1cccc(N2CCCC2=O)c1
 : -2	-1	-7	1.3	6	6	13	-1	-2
O=C(Nc1ccc(S(=O)(=O)NC2=NCCCCC2)cc1)c1ccc(=O)[nH]c1
 : 1	13	-9	0.2	1	14	-3	-3	3

Exported as labelled records: entries from further up.
> Cc1ccsc1/C=N/n1c(-c2ccccc2)n[nH]c1=S
- UPR XBP1 act = -3
- CCR6 antag = 9
- CXCR6 inh = 16
- CHOP UPR activ = -2.0
- EBI2 block = -8
- Mdm2-MdmX inh = 1
- APJ antagonist = 10
- APJ ag = -1
- tim23-1 inh = 14
> COc1ccccc1N1CCN(C(=S)Nc2ccc(S(=O)(=O)N3CCOCC3)cc2)CC1
- UPR XBP1 act = 0
- CCR6 antag = 5
- CXCR6 inh = -8
- CHOP UPR activ = 1.1
- EBI2 block = 13
- Mdm2-MdmX inh = 15
- APJ antagonist = -4
- APJ ag = 6
- tim23-1 inh = 0

(further entries)
Values in the order – UPR XBP1 act	CCR6 antag	CXCR6 inh	CHOP UPR activ	EBI2 block	Mdm2-MdmX inh	APJ antagonist	APJ ag	tim23-1 inh
COc1ccc(OC)c(C2C3=C(N=c4s/c(=C\c5cccc(O)c5)c(=O)n42)c2ccccc2CC3)c1 (configuration not stated)
 : 4	21	6	3.8	-11	79*	11	4	26
CCc1ccc2c(c1)cc(CN(C(=S)Nc1ccccc1Cl)C1CC1)c1nnnn12
 : 0	14	10	-0.4	25	-2	-20	4	1
COc1ccc(Cc2cc(NCc3ccccc3)c3ncn(C(C)C)c3c2)cc1
 : -4	26	4	0.1	15	32	18	-5	26
CCCCC1=CC2=CC(=O)C(C)(OC(=O)CCC(=O)OC)C(=O)C2=CO1 (configuration not stated)
 : -2	/	/	-1.5	/	-5	-26	7	17
CCc1[nH]c(C(=O)O)c(C)c1C(=O)OC
 : 1	-6	5	1.3	1	-15	-10	-5	11
O=C(COC(=O)C1CCN(c2ccc(C(F)(F)F)cn2)CC1)NCc1ccc(Cl)cc1Cl
 : -2	16	2	2.7	-9	17	10	1	12
O=C(CN(Cc1cccs1)C(=O)CN1C(=O)COc2ccccc21)NCc1ccco1
 : -3	11	3	-0.6	11	-3	12	-4	-5
N=c1c(S(=O)(=O)c2ccccc2)cc2c(=O)n3ccccc3nc2n1C1CCCC1
 : 30*	27	20	0.8	17	47	12	-4	4
N#CC1(NC(=O)COC(=O)c2cc([N+](=O)[O-])ccc2N2CCOCC2)CCCCC1
 : 3	11	8	2.8	4	21	9	0	6
CC(=O)Nc1ccc(NC(=O)C(C)OC(=O)CCC2CCCCC2)cc1 (configuration not stated)
 : -1	-16	-3	0.6	3	-1	-4	2	20

(more compounds)
Values in the order – UPR XBP1 act	CCR6 antag	CXCR6 inh	CHOP UPR activ	EBI2 block	Mdm2-MdmX inh	APJ antagonist	APJ ag	tim23-1 inh
O=C(COc1ccc2c(C(F)(F)F)cc(=O)oc2c1)Nc1ccc(N2CCOCC2)cc1
 : 0	1	4	0.8	-2	19	7	-10	14
Cc1ccc(CN2CCN(/N=C/c3ccc(Cl)c([N+](=O)[O-])c3)CC2)cc1
 : -3	11	4	-0.2	-2	4	7	-1	16
Nc1nc2ccccc2cc1-c1cccs1
 : 1	3	-4	2.5	-4	-23	-2	0	35
COC(=O)c1sccc1NC(=O)c1ccc(OC)c(OC)c1
 : -2	11	5	0.1	1	-5	13	1	-16
CC(C)(C)C(=O)Nc1cccc(-c2ncon2)c1
 : 2	-1	3	0.5	-6	-2	0	0	15
Cc1ccccc1Nc1c([N+](=O)[O-])ccc2nonc12
 : 10	26	1	-2.4	-10	18	-23	1	4
COc1cc(C)nn1-c1ccc(Cl)cc1
 : 2	7	-8	-0.9	1	13	0	-1	14
Cc1ccc2c(c1)C(c1ccccc1)N(C(=O)c1c(F)cccc1Cl)CC(=O)N2 (configuration not stated)
 : -4	23	2	1.6	2	19	12	-3	29
Cc1nnc(SCC(=O)Nc2sc3c(c2C(N)=O)CCC(C)C3)[nH]c1=O (configuration not stated)
 : 2	7	-3	-2.1	-6	17	7	-2	-1
